DAX1 inh-1 – NR0B1 (DAX1) inhibition. HEK293 Gal4-DAX1 luciferase reporter, luminescence. inhibition, % at 6.75 µM. 340,000 tested, 0.99% active. AID 504766;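 active = inhibition above the mean over all tested compounds plus 3 SD, cut at about 4.2% in these data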;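 note: 0% = DAX1-transfected cells with DMSO and 100% = empty-vector control cells with DMSO; inhibition shows as a rise in luminescence from relieved DAX1 repression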
Target sequence (P51843 207-470 limits assumed): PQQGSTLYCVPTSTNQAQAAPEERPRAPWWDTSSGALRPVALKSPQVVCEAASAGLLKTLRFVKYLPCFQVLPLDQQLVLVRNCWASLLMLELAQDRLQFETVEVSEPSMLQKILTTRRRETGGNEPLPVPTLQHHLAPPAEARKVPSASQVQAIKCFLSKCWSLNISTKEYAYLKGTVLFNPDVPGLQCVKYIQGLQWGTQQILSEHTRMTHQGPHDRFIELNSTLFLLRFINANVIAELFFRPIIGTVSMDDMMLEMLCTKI
hgDAF12 agonist – activates the H. glycines DAF-12 receptor ligand-binding domain; HEK293 GAL4-hgDAF12 UAS-luciferase reporter, agonist luminescence; normalized to butyrate control; activation, % at 6.8 µM; 370,000 tested, 1.8% active;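 active = activation above a cutoff set at the mean of all screened compounds plus 3 SD, cut at about 10% in these data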;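 note: 0% = DMSO wells and 100% = sodium butyrate wells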
MBD2 inh – inhibitors of human MBD2 binding to methylated oligonucleotide. Q9UBB5. TR-FRET. inhibition, % at 4.4 µM. 370,000 tested, 0.31% active; in the data active = inhibition above about 13%
Target sequence (Q9UBB5 whole entry, looked up): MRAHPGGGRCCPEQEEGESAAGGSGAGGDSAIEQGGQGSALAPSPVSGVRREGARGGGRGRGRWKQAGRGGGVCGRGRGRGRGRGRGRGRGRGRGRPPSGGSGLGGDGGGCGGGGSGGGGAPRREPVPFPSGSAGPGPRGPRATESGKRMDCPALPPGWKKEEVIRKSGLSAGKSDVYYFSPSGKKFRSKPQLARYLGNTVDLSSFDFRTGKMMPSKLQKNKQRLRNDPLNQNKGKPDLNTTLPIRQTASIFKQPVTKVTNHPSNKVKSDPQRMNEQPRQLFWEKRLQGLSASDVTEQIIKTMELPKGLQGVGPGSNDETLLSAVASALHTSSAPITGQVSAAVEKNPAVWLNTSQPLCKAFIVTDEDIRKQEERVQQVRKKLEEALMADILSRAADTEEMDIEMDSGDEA
hcDAF12 agonist – activates DAF-12 receptor from parasite H. contortus; HEK293 hcDAF-12 lit1-tk-luc reporter, luminescence; 0% DMSO, 100% Δ7-dafachronic acid; activation, % at 6.8 µM; 370,000 tested, 1.4% active;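 active = activation above the mean of all tested compounds plus 3 SD, cut at about 5.5% in these data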;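 note: 100% = response to 3 µM Δ7-dafachronic acid high control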
PLC-gamma1 inh – inhibitors of human phospholipase C gamma1; P19174; inhibition, % at 12.2 µM; purified PLC-gamma1, fluorogenic substrate, fluorescence; 370,000 tested, 0.84% active; in the data active = inhibition above about 9.5%
DAX1 inh-2 – inhibitors of DAX1 repression of SF-1 activated StAR promoter; HEK293T StAR-luciferase reporter, SF-1/DAX-1 repression relief; AID 652010; 370,000 tested, 1.1% active; inhibition, % at 6.8 µM;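 active = inhibition above the mean over all tested compounds plus 3 SD, cut at about 3.6% in these data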;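 note: 0% = DAX-1 cells with DMSO and 100% = cells lacking DAX-1 with DMSO; higher inhibition means more luminescence from relief of DAX-1 repression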
PLCb3 inh – blocks human PLC-beta3 enzyme activity. 370,000 tested, 0.18% active. Q01970. inhibition, % at 12.2 µM. AID 720704. Purified PLC-beta3, fluorogenic substrate, fluorescence; in the data active = inhibition above about 11%;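 note: 0% = median of compound wells on plate and 100% = full blocker control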
ssDAF-12 act – activates DAF-12 receptor from parasite S. stercoralis | HEK293 ssDAF-12/GRIP1 lit1-tk-luc reporter, luminescence; % of 3 µM dafachronic acid response | activation, % at 6.8 µM | 370,000 tested, 1% active | AID 652126;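 active = activation above the mean over all tested compounds plus 3 SD, cut at about 0.9% in these data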;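 note: 0% = DMSO-only wells and 100% = 3 µM delta7-dafachronic acid wells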
NR1D1 modulator – modulators of human Rev-erb alpha DNA binding. Rev-erbα–FITC-DNA binding, fluorescence polarization, 90 min. activity, % at 10 µM. 370,000 tested, 0.79% active. AID 1259318;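 active = activity above about 14%, limit read from the data; passing the limit was not always enough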;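 note: 0% = DMSO wells with 35 nM protein and 100% = DMSO wells with 750 nM protein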
SMARCA2 act – SMARCA2 function activation, primary screen. activation, % at 9.1 µM. 370,000 tested, 1% active. AID 652017. MG213 cells, MMTV-luciferase reporter, dexamethasone, overnight; in the data active = activation above about 7.8%;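 note: 0% = vehicle wells and 100% = reference activator wells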
ADAM17 inh – inhibitors of human ADAM17. P78536. recombinant ADAM17, EDANS/DABCYL FRET peptide cleavage. inhibition, % at 6.95 µM. 370,000 tested, 0.83% active. AID 720648;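 active = inhibition above the mean of compounds lying between control limits plus 3 SD, set per campaign, cut at about 8.5% in these data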;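 note: 0% = DMSO-only wells as the low control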
* = called active by the depositor; nt = not tested or not shown.

Fields: MBD2 inh | SMARCA2 act | hgDAF12 agonist | PLC-gamma1 inh | hcDAF12 agonist | PLCb3 inh | NR1D1 modulator | ssDAF-12 act | ADAM17 inh | DAX1 inh-1 | DAX1 inh-2
- CC[C@H](CCCc1ccccc1OC)CCS(=O)(=O)N(C)C
 : 4 | -5 | -0.7 | -4 | -2.3 | -5 | 8 | -2.0 | -1 | nt | -2.1
- Cc1cc(SCC2=NNC(=O)C2)c(Cl)cc1Cl
 : -1 | -7 | -1.7 | 5 | -1.0 | -2 | -1 | -1.9 | 1 | 0.7 | 0.9
- Cc1cc(C(F)F)n2ncc(C(=O)NCc3ccccc3)c2n1
 : 1 | -1 | 1.1 | -43 | -3.2 | -69 | -2 | -1.6 | -6 | 1.3 | 0.2
- COCc1cc(=O)n2[nH]c(N)nc2n1
 : -3 | -3 | -0.2 | 1 | -0.3 | -11 | -5 | -0.9 | -1 | -0.3 | 0.0
- COc1cc(C(=O)n2nc(C)cc2C)cc(OC)c1OC
 : 2 | -1 | -0.4 | -1 | -0.4 | 2 | 5 | -0.3 | -2 | 0.4 | 0.4
- COC(=O)c1ccc(NC(=O)CN2CCN(CC#N)CC2)cc1
 : -3 | -2 | 2.8 | 2 | 5.4 | 2 | 1 | -0.7 | 2 | -0.5 | -0.2
- Cn1c(SCC(=O)NC2CC2)nnc1-c1ccco1
 : 8 | -4 | -2.1 | 0 | -1.2 | -3 | -4 | -1.1 | -3 | -0.2 | -0.9
- COc1ccc(OC)c(C2NC(=O)NC(C)=C2C(=O)Nc2ccc(C)cc2)c1 (centres undefined)
 : 6 | -1 | -1.2 | -3 | -1.9 | 0 | -5 | -0.8 | -3 | -0.9 | -0.6
- Cc1ccc(N2N=C(c3ccc(F)cc3)CC2c2ccco2)cc1 (centres undefined)
 : -1 | 2 | -1.8 | -182 | 0.7 | -244 | -1 | -1.4 | -51 | 5.1* | -0.1
- CC1CN(c2nc(Nc3ccccc3F)nc(N)c2[N+](=O)[O-])CC(C)O1 (centres undefined)
 : 0 | -3 | -2.9 | 5 | -1.7 | 3 | -1 | -1.1 | 0 | -1.8 | -0.9
- Cc1cccc(CN2CCCC(C(=O)Nc3ccccc3Oc3cccnc3)C2)c1 (centres undefined)
 : 4 | -2 | 0.9 | 0 | -1.0 | -11 | -4 | -1.0 | -3 | 2.2 | -0.1
- O=C(Nc1ccc(C(=O)NC2CCCCC2)cc1)c1cccnc1
 : 8 | -1 | -4.0 | -3 | 0.7 | -3 | 3 | -1.8 | -5 | -0.9 | -0.4
- COc1ccccc1NC(=O)COC(=O)c1cnc(C)cn1
 : 1 | 0 | 1.4 | 2 | -1.9 | 0 | -4 | -1.3 | -2 | 2.3 | 0.1
- O=C(CNC(=O)c1ccc(F)cc1)Nc1ccccc1C(F)(F)F
 : -4 | -3 | 2.6 | 3 | -0.5 | -2 | -2 | -1.8 | 5 | 0.1 | 0.6
- COc1cccc(/C=C2\SC(=S)N(C(Cc3ccccc3)C(=O)O)C2=O)c1 (centres undefined)
 : -1 | 1 | 2.5 | -2 | 0.4 | -2 | -2 | 0.5 | 1 | -0.3 | 0.9
- N/C(CS(=O)(=O)c1ccc(F)cc1)=N\O
 : 2 | -2 | 1.5 | 1 | -1.6 | -3 | 1 | -1.4 | 0 | 1.3 | 0.2
- CC(C)C1Cc2[nH]c(=S)[nH]c(=O)c2C(c2ccc(Cl)cc2)O1 (centres undefined)
 : 8 | 0 | -0.8 | 4 | -0.7 | 0 | 4 | -1.2 | -4 | nt | -1.8
- Cc1cccc(-c2noc(CCCC(=O)NC3CCCCC3)n2)c1
 : 2 | -3 | 0.9 | 0 | -0.4 | -5 | 3 | 0.0 | -1 | -0.4 | 0.0
- COc1ccc(NC(=O)CSc2nnc(-c3cccs3)n2N)cc1S(N)(=O)=O
 : 1 | -1 | -2.0 | 1 | -0.6 | -5 | 2 | -0.6 | -6 | 0.8 | -0.2
- Cn1nc(C(C)(C)C)cc1NC(=O)C1(C)CCN1C(=O)c1ccccc1CCc1ccccc1 (centres undefined)
 : 2 | -5 | -3.2 | 1 | -0.8 | 5 | 20* | -1.4 | 4 | nt | 0.8
- C=CCOc1c(CCC)cc(CCC)cc1C(N)=O
 : -5 | 0 | 5.1 | -2 | -0.5 | -9 | -2 | -1.5 | -1 | 1.1 | -0.6
- Cc1cc(C)c(NC(=O)COC(=O)c2cc([N+](=O)[O-])ccc2N2CCOCC2)c(C)c1
 : 0 | -2 | -0.8 | 2 | -2.7 | -6 | -5 | -1.1 | -2 | 0.4 | 0.6
- Cc1noc(C)c1S(=O)(=O)N1CCCC(C(=O)NCCc2ccccc2)C1 (centres undefined)
 : 5 | -2 | 1.9 | 2 | -1.6 | -1 | 4 | -0.9 | -6 | -0.2 | -0.1
- CSCCC(NC(=O)c1ccc(Cl)cc1)C(=O)OCC(C)=O (centres undefined)
 : -7 | -1 | -0.1 | 0 | 0.9 | -1 | 4 | -1.9 | -1 | 5.6* | 0.7
- O=C(Nc1nnc(C(F)(F)F)s1)c1ccc(Br)s1
 : 4 | 0 | 2.7 | -17 | -0.7 | -34 | 2 | -1.6 | -3 | -0.1 | 0.8
- CC(C)C(Sc1nc(-c2ccccc2)cc(-c2ccccc2)c1C#N)C(=O)O (centres undefined)
 : -9 | -4 | -1.6 | -3 | -0.6 | -5 | 12 | -1.4 | 2 | 2.2 | 0.1
- CCOc1ccc(C(=O)Nc2cccc(SC)c2)cc1
 : 5 | 4 | 6.8 | 2 | -1.4 | -3 | 5 | -1.1 | 0 | -0.2 | 0.6
- CCN(CC(=O)Nc1ccc(NC(C)=O)cc1)C(=O)c1ccc(=O)[nH]c1
 : -1 | 5 | 4.5 | 4 | -0.6 | -4 | -1 | -1.3 | 1 | 0.3 | 1.1
- Cc1cc(F)ccc1-c1cc(C(=O)Nc2ccccc2)[nH]n1
 : 1 | 1 | 21* | 2 | 12* | 0 | 6 | 1.5* | -3 | nt | 12*
- Cc1ccc(C(=O)N/C(=C\c2cn(C)c3ccccc23)C(=O)OCCN(C)C)cc1
 : -6 | 1 | 2.6 | -1 | 3.5 | -7 | 2 | -0.7 | -2 | 0.4 | 0.4

Random excerpt: two records from the list
Fields: MBD2 inh | SMARCA2 act | hgDAF12 agonist | PLC-gamma1 inh | hcDAF12 agonist | PLCb3 inh | NR1D1 modulator | ssDAF-12 act | ADAM17 inh | DAX1 inh-1 | DAX1 inh-2
- O=C(Nc1ccc(C(=O)NC2CCCCC2)cc1)c1cccnc1
 : 8 | -1 | -4.0 | -3 | 0.7 | -3 | 3 | -1.8 | -5 | -0.9 | -0.4
- C=CCOc1c(CCC)cc(CCC)cc1C(N)=O
 : -5 | 0 | 5.1 | -2 | -0.5 | -9 | -2 | -1.5 | -1 | 1.1 | -0.6

Remaining list, next part:
Fields: MBD2 inh | SMARCA2 act | hgDAF12 agonist | PLC-gamma1 inh | hcDAF12 agonist | PLCb3 inh | NR1D1 modulator | ssDAF-12 act | ADAM17 inh | DAX1 inh-1 | DAX1 inh-2
- O=C(NCC(=O)N(CCN1CCOCC1)C(C(=O)NC1CCCC1)c1cccs1)c1ccco1 (centres undefined)
 : 1 | -3 | 2.6 | 1 | 1.5 | -2 | -2 | -1.1 | -4 | 4.7* | 0.7
- COCCn1cnnc1SCC(=O)Nc1ccc(N2CCCCC2)cc1
 : 2 | -2 | -1.6 | 6 | -0.7 | -6 | -5 | -1.3 | -2 | -1.0 | -0.4
- Cc1cc(C)c(S(=O)(=O)N2CCN(C(=O)c3ccc(-n4nc(C)c(Cl)c4C)cc3)CC2)c(C)c1
 : 7 | 1 | 1.5 | -1 | -2.0 | -3 | 0 | -1.2 | 1 | -0.4 | 1.3
- Cc1nc2ccc(S(=O)(=O)NCC(=O)N(C)Cc3ccc(F)cc3)cc2s1
 : 1 | -1 | -1.7 | -1 | -2.8 | -1 | -10 | -1.6 | -3 | nt | -0.3
- COc1ccc(-n2nc([N+](=O)[O-])c(=NCCCN3CCCC3=O)n2O)cc1
 : -12 | -2 | 1.4 | 1 | 1.0 | -8 | 1 | -1.1 | -10 | 3.3 | 0.3
- COCCNc1nc2nonc2nc1N1CCC(N(C)C)C1 (centres undefined)
 : 2 | -1 | 3.5 | 2 | 3.0 | 4 | 3 | -0.2 | 0 | 1.2 | 0.1
- CCCCOC(=O)CCc1c(C)[nH]c(=S)[nH]c1=O
 : -1 | -2 | 0.9 | 7 | -1.5 | 2 | -1 | -0.9 | 2 | 0.0 | -0.8
- O=C(NC1CCCC1)c1cnc2n(c1=O)CCS2
 : 3 | -4 | -2.3 | 2 | -3.8 | 0 | -2 | -1.0 | -1 | 0.7 | -0.2
- Cc1ccnc(N2CCC(C(=O)NNC(=O)c3ccccc3C)CC2)n1
 : -3 | 0 | -0.1 | -8 | 0.5 | -9 | 2 | -0.9 | -12 | -1.1 | 0.1
- O=C(C1CCCCC1)N1C[C@H](O)[C@@H](n2cc(C3CC3)nn2)C[C@@H]1c1ccccc1
 : -3 | -4 | -4.7 | 0 | -1.6 | 1 | -5 | -1.4 | -4 | 0.8 | 1.8
- COc1cccc(CSc2nc3ccccc3[nH]2)c1
 : -5 | 3 | 13* | 1 | 0.8 | 1 | 6 | -0.6 | 3 | 1.0 | 2.1
- COc1ccc(N2CC(C(=O)N3CCOCC3)CC2=O)cc1 (centres undefined)
 : 0 | -1 | -1.2 | 0 | -0.7 | -6 | -1 | -0.7 | 0 | 1.7 | -0.2
- COc1ccc(CNC(=O)c2ccc[nH]2)cc1
 : 1 | -1 | -5.2 | 1 | 0.1 | -3 | -3 | -0.8 | -3 | 1.4 | 0.1
- CC1=C(C(=O)N2CCOCC2)CC(CC(=O)NCC2CCCCC2)C(=O)N1CCCN1CCCC1=O (centres undefined)
 : -4 | -2 | 1.2 | -1 | -0.1 | 0 | 2 | -0.9 | -1 | -0.2 | 0.4
- O=C(CSc1ccc(Cl)cc1)Nn1cnnc1
 : 7 | -2 | 2.4 | 0 | -0.3 | -3 | -1 | -1.4 | -2 | 2.2 | -0.6
- C=CCN(C(C)=O)C1CC(=O)N(c2ccc(OCCC)cc2)C1=O (centres undefined)
 : -4 | 1 | 0.8 | 4 | -0.2 | 1 | -2 | -1.1 | -4 | 0.8 | -0.1
- O=C(NCc1cccs1)c1ccc(N2CCCCC2)nc1
 : 5 | 5 | 6.2 | -6 | -0.5 | -8 | -1 | -0.8 | -3 | 0.8 | 3.0
- Cc1ccc2nc(SCc3ccc([N+](=O)[O-])cc3)[nH]c2c1
 : -2 | -2 | 0.6 | 0 | -0.5 | -1 | -1 | -1.8 | -2 | -1.0 | -0.3
- Nc1nc(SCc2cccnc2)c2ncn(C3OC(CO)C(O)C3O)c2n1 (centres undefined)
 : -1 | 1 | 5.1 | 5 | 0.0 | 4 | -5 | 0.3 | 0 | -0.6 | 0.9
- CCCC(C)NC(=O)c1cc(C(=O)OC)cc([N+](=O)[O-])c1 (centres undefined)
 : -5 | -4 | 3.3 | -1 | 0.6 | -3 | 0 | -1.6 | -5 | 1.5 | 0.1
- CCn1c2ccccc2c2cc(NC(=O)C(C)OC(=O)c3ccc(NC(=O)CC#N)cc3)ccc21 (centres undefined)
 : 0 | -1 | -1.2 | -1 | -3.0 | -11 | -2 | -0.9 | -4 | -1.3 | -1.2
- Cc1ccc(S(=O)(=O)N2[C@@H](CO)CO[C@H]2CC(=O)c2ccccc2)cc1
 : 6 | -6 | 1.6 | 2 | -0.7 | 4 | -1 | 0.7 | 2 | nt | -0.6
- CSc1c(C#N)sc(=S)n1-c1ccc(C)cc1
 : -2 | -5 | -1.1 | 3 | -1.1 | 2 | -2 | -1.1 | 1 | -0.5 | 0.0

Source: PubChem (several laboratories)
